PP5 primary = PP5 phosphatase inhibitors, primary screen, biochemical, fluorescence | Serine/threonine-protein phosphatase 5 (Homo sapiens), P53041 | purified PP5c, OMFP substrate fluorescence | inhibition, % at 6.7 µM | hit rate 0.18% among 320,000 | AID 1987, 2009;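 active means inhibition above the campaign's mean inhibition across all tested compounds plus 3 SD, cut at about 9.5% in these data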;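 further: 0% = DMSO only and 100% = 100 µM cantharidin control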
JMJD2C inh = inhibitors of GASC-1 histone demethylase, primary screen, biochemical, fluorescence, DELFIA europium. Lysine-specific demethylase 4C (Homo sapiens), Q9H3R0. GST-JMJD2C(1-420) H3K9me3 demethylation. inhibition, % at 2.35 µM. hit rate 0.069% among 330,000;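 active means more than half of a compound's replicate wells show inhibition beyond 50%, single wells judged on their own value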;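 further: signal counts dimethyl H3K9 product captured on neutravidin plate; 0% = median of DMSO wells and 100% = 0.3 times that DMSO median; strong numbers were not always called active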
GRK2 aptamer HTS = compounds blocking aptamer binding on GRK2 – biochemical, human GRK2, bead flow cytometry, HTS, primary screen; FAM-aptamer displacement from GRK2; inhibition of aptamer binding, % at 10 µM; hit rate 0.59% among 330,000; AID 488847, 2010;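 active means inhibition of aptamer binding above 40%, roughly 3 SD of noise, on plates passing a quality check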;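 further: median bead fluorescence of bound FAM aptamer so fluorescent compounds give negative values; no value below 0 was filed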
Target sequence (P25098 whole entry, looked up): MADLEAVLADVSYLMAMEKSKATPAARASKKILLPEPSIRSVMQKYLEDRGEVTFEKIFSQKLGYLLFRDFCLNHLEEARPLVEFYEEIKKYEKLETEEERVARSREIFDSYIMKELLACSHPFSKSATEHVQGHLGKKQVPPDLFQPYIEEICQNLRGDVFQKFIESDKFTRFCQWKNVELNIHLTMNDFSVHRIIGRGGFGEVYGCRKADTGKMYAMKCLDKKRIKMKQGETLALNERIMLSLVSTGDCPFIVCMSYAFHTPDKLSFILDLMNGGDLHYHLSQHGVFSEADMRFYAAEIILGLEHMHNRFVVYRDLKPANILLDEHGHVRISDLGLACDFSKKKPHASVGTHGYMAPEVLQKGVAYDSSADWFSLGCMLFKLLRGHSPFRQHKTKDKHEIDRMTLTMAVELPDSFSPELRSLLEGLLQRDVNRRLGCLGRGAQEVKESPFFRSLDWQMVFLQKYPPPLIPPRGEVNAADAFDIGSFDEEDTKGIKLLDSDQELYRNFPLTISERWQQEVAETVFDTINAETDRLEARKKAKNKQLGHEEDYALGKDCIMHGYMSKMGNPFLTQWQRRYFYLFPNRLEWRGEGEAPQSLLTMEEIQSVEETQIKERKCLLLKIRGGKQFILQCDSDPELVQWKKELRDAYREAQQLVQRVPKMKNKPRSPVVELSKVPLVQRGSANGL
Fh CTSL1 inh = Fasciola hepatica cathepsin L1 inhibitors, primary screen, counter-screen for PFM18AAP inhibitor project, biochemical, QFRET, fluorogenic peptide substrate. inhibition, % at 5.96 µM. hit rate 0.49% among 300,000. recombinant F. hepatica cathepsin L1, Z-Leu-Arg-MCA fluorescence;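 active means inhibition above the mean of all tested compounds plus 3 SD, set per screening campaign, cut at about 17% in these data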;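 further: 0% = plate median of test compound wells and 100% = 1 µM Z-Phe-Ala-diazomethylketone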
procasp3 activ = activators of human procaspase-3 D3A mutant, primary screen, biochemical, absorbance, PC-3 D3A mutant, single concentration; Caspase-3 (Homo sapiens), P42574; recombinant procaspase-3 D3A, Ac-DEVD-pNA absorbance 405 nm; hit rate 0.11% among 330,000; activation, % at 8.5 µM; AID 463141, 2010;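 active means activation above the mean of all tested compounds plus 3 SD, cut at about 21% in these data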;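 further: 0% = DMSO alone and 100% = DMSO wells spiked with extra 5 µM PC-3 D3A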
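Assay system – Procaspase-3 D3A mutant, all three cleavage aspartates alanine · Controls – DMSO-only low control, 5 µM PC-3 D3A high control · Schedule – 1 h compound preincubation, 2 h substrate hydrolysis at 25 °C · Signal – 405 nm absorbance of p-nitroaniline, reads at 0 and 120 min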
core dimer inh = inhibitors of HCV core protein dimerization, primary screen, biochemical, TR-FRET, high-throughput | TR-FRET GST/Flag-core106 dimerization, 1536-well | inhibition, % at 5 µM | hit rate 0.33% among 300,000;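 active means inhibition above the mean of all tested compounds plus 3 SD, set per screening campaign, cut at about 45% in these data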
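Test system: GST/Flag-tagged HCV core106 proteins; Medium: KF-containing HEPES buffer, pH 7.45, DTT, CHAPS, BSA; Times: compound-protein-antibody incubation 4 h at 22.5 °C; Detection: TR-FRET 671 and 617 nm emission; Benchmarks: wells lacking GST-core106 and wells with excess unlabelled core106.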
procasp7 counter = procaspase-7 activators, primary screen, counter-screen for procaspase-3 activator project, biochemical, absorbance, HTS, human. activation, % at 8.5 µM. recombinant procaspase-7, Ac-DEVD-pNA absorbance 405 nm; D23A/D198A/D206A triple mutant, cannot self-cleave; scale: DMSO 0, 5 µM enzyme 100. hit rate 0.093% among 330,000. Caspase-7 (Homo sapiens), P55210;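 active means percent activation above the screen-wide mean plus 3 SD, cut at about 25% in these data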
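signal = Epi-absorbance of released pNA at 405 nm, two timepoints | assay system = Uncleavable procaspase-7 mutant enzyme | reagent = Ac-DEVD-pNA substrate, 400 µM as added | times = 1 h enzyme–compound preincubation and 2 h substrate reaction, both 25 °C | benchmarks = low DMSO alone, high DMSO plus 5 µM PC-7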
PP1 counter = PP1-alpha phosphatase inhibitors, primary screen, counter-screen for PP5 inhibitor project, biochemical, fluorescence, OMFP substrate, single point; AID 2235, 2010; hit rate 0.9% among 320,000; inhibition, % at 6.7 µM; purified PP1alpha;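 active means inhibition above the mean inhibition of all tested compounds plus 3 SD, computed separately for each screening campaign, cut at about 15% in these data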
Target sequence (P62136 whole entry, looked up): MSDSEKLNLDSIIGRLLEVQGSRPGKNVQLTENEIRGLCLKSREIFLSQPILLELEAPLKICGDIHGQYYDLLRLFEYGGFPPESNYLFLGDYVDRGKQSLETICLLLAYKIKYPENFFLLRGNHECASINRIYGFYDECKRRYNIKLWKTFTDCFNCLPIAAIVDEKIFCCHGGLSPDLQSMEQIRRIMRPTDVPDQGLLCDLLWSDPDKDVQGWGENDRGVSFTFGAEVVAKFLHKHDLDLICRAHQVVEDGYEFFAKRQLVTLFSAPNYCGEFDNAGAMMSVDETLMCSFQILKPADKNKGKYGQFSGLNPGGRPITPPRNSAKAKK
VLA-4 inh = inhibition in human VLA-4 binding assay, primary screen, VLA-4 allosteric modulator project, MLPCN library, flow cytometry, VLA-4 expressing cells; hit rate 0.2% among 330,000; inhibition, % (about 7 µM as worked out from the volumes in the protocol); ligand binding flow cytometry; Integrin alpha-4 (Homo sapiens), P13612; in the data active means inhibition above about 50%
An asterisk follows results filed as active; i = inactive; nt = not tested or not shown. Hits appear at their usual frequency (roughly 2.6% active in at least one column).

SMILES	PP5 primary	JMJD2C inh	GRK2 aptamer HTS	Fh CTSL1 inh	procasp3 activ	core dimer inh	procasp7 counter	PP1 counter	VLA-4 inh
CCn1c(CSc2nc3ccccc3s2)nnc1SCC(=O)c1ccc(O)c(O)c1	3.1	-25	2	-2	-1	23	-12	3	3
CCC(=O)NC(=S)Nc1ccc(NC(=O)COc2ccccc2)cc1	-0.2	8	0	1	6	4	-4	0	18
COc1ccc(C2CC(c3cccs3)=NN2C(=O)CSc2nc3ccccc3o2)cc1 (stereo not drawn)	2.6	2	0	14	3	22	3	8	-6
COc1ccc(NC(=O)c2cc(=O)c3ccccc3o2)cn1	2.0	nt	3	4	-4	0	1	-3	-3
Cc1cc2n(n1)C(c1ccccc1)Nc1ccccc1-2 (stereo not drawn)	4.3	nt	0	2	-9	7	-2	-3	-1
Cc1cc(C)c(S(=O)(=O)N2CCN(C(=O)CN3C(=O)NC4(CCCC4)C3=O)CC2)c(C)c1	-1.5	8	2	1	-4	1	2	8	-11
O=C(c1cccs1)n1nc(NCc2ccccc2)nc1NCc1ccccc1	0.4	-36	3	1	-3	3	0	1	-1
COC(=O)c1cc(OC)c(OC)cc1NC(=O)c1ccccc1	3.9	1	0	3	3	7	-2	2	-4
COc1cc2c(cc1OC)CN(Cc1nc3ccsc3c(=O)[nH]1)CC2	2.7	6	6	0	-11	25	-3	3	3
COc1ccc(/C=N/N2C(=O)c3ccccc3C2=O)cc1	2.9	-2	1	-1	6	-3	4	1	23
CCCC(=O)Nc1cc(C(=O)O)ccc1Sc1ccc(C)cc1	-1.0	10	1	-5	13	8	-3	-9	27
CCCCOC(=O)c1ccc(NC(=O)C(=O)CC(=O)c2ccc(OC)cc2)cc1	3.6	-1	2	-3	3	2	-7	2	14
Nc1ccc(C(=O)OCC(=O)N2CCOCC2)cc1[N+](=O)[O-]	-0.5	-2	2	-5	6	6	9	1	2
CCN(CC)C(=O)c1cnn(-c2ccccc2)c1NC(=O)c1cccc(F)c1	3.0	-8	0	1	-1	2	8	-2	0
O=C(COc1nncc2ccccc12)Nc1ccc(F)c(F)c1	-2.8	nt	1	-1	5	0	7	-2	6
CCOc1ccc(NC(=O)Cn2nc(C(N)=O)c3ccccc3c2=O)cc1S(=O)(=O)N1CCCC1	3.9	1	0	nt	10	nt	-3	0	13
O=C(NCCc1ccccc1)C1=COCCO1	-2.1	i	0	2	-3	-1	10	-4	2
CCOc1ccc(C)cc1S(=O)(=O)n1cnc2ccccc21	-2.9	0	0	0	-5	-13	-2	2	1
Cc1c(Cl)c([N+](=O)[O-])nn1Cc1ccc(C(=O)NN)o1	1.4	-3	2	-1	-12	-7	4	1	10
CNC(=O)c1ncoc1-c1ccc(Cl)cc1	-1.4	-6	0	2	-7	-1	10	0	4
CCOc1ccc(NC(=O)C2C(C(=O)O)C3(Cl)C(Cl)=C(Cl)C2(Cl)C3(Cl)Cl)cc1 (stereo not drawn)	-0.6	10	1	0	-5	15	-2	0	20
CC1(C)CC(=O)C(C=Nc2ccc(NC3=C(C#N)C(=O)CC(C)(C)C3)cc2)=C(O)C1	1.8	2	0	0	15	-4	-1	-4	-2
O=C(Nc1ccc2ncccc2c1)c1ccccc1Cl	3.4	-7	1	-12	-9	2	-9	1	6
Cc1ccc(-c2noc(-c3ccccc3C(=O)N3CCN(C)CC3)n2)cc1	-2.3	-14	2	0	8	-4	6	-3	6
COc1ccc(-c2ccnc(SCC(=O)c3ccc(Br)cc3)n2)cc1	3.0	7	3	1	2	1	10	4	18
COCCn1c(SCC(=O)Nc2cc(C(C)(C)C)nn2-c2ccccc2)nnc1-c1ccncc1	-0.6	1	7	-4	4	4	17	-4	7
COCCCNC(=O)c1c(N)n(-c2ccc(S(N)(=O)=O)cc2)c2nc3ccccc3nc12	4.8	-11	3	2	16	-1	18	1	16
COCCNC(=O)c1cc2ncc(Br)cn2n1	0.7	1	0	-1	0	1	11	-4	8
O=C(CCNC(=O)C1CCN(S(=O)(=O)c2ccccc2)CC1)Nc1ccccc1	-0.7	8	0	3	-4	-7	8	-2	-5
CCc1ccc(-c2csc(NC(=O)C3=NN(c4ccccc4)C(=O)CC3)n2)cc1	0.7	5	0	3	6	42	-10	0	-14

Some of the entries above in a different format.
| Molecule | PP5 primary | JMJD2C inh | GRK2 aptamer HTS | Fh CTSL1 inh | procasp3 activ | core dimer inh | procasp7 counter | PP1 counter | VLA-4 inh |
| --- | --- | --- | --- | --- | --- | --- | --- | --- | --- |
| CCOc1ccc(NC(=O)C2C(C(=O)O)C3(Cl)C(Cl)=C(Cl)C2(Cl)C3(Cl)Cl)cc1 (stereo not drawn) | -0.6 | 10 | 1 | 0 | -5 | 15 | -2 | 0 | 20 |
| COc1ccc(-c2ccnc(SCC(=O)c3ccc(Br)cc3)n2)cc1 | 3.0 | 7 | 3 | 1 | 2 | 1 | 10 | 4 | 18 |
| COCCNC(=O)c1cc2ncc(Br)cn2n1 | 0.7 | 1 | 0 | -1 | 0 | 1 | 11 | -4 | 8 |
| CC1(C)CC(=O)C(C=Nc2ccc(NC3=C(C#N)C(=O)CC(C)(C)C3)cc2)=C(O)C1 | 1.8 | 2 | 0 | 0 | 15 | -4 | -1 | -4 | -2 |

The list goes on.
SMILES	PP5 primary	JMJD2C inh	GRK2 aptamer HTS	Fh CTSL1 inh	procasp3 activ	core dimer inh	procasp7 counter	PP1 counter	VLA-4 inh
O=C(CN1CCN(S(=O)(=O)c2ccccc2)CC1)Nc1ccc([N+](=O)[O-])cc1	0.6	-2	0	-4	-14	-8	-14	10	22
Cc1ccc(C)c(S(=O)(=O)N2CCN(CC(=O)NC(C)c3ccccc3)CC2)c1 (stereo not drawn)	-1.1	4	0	nt	0	nt	-6	10	1
COC(=O)[C@H]1C[C@H]1[C@@H](NC(=O)c1cccnc1)c1ccccc1	2.1	-25	nt	1	10	5	6	-3	nt
CCc1noc(C)c1C(=O)OCC(=O)N(C)c1c(N)n(Cc2ccccc2)c(=O)[nH]c1=O	-2.1	0	1	1	-5	2	4	-7	3
O=C(C1=C(O)/C(=C/c2ccc(O)cc2)CCC1)C(F)(F)F	2.5	nt	0	1	-8	8	-6	-2	6
O=C(NS(=O)(=O)Oc1ccc(F)cc1F)OC[C@@H]1CCCN2CCCCC12 (stereo partly drawn)	0.7	3	1	5	3	2	-3	-2	8
CC(C)OCCCNC(=O)c1ccc(CS(=O)(=O)c2cccc(C(F)(F)F)c2)o1	-1.1	13	3	16	-13	-10	-11	3	5
O=C(NN1CCOCC1)c1ccc(Cl)c(Cl)c1	4.5	-2	0	3	0	2	1	-2	-2
COc1cc2[nH]c(-c3cccc(F)c3)cc(=O)c2cc1OC	2.0	9	0	-6	8	-9	-14	1	23
O=C(Nc1ncc(Cc2cccc(Cl)c2)s1)C1CCCO1 (stereo not drawn)	-2.5	77	1	11	-4	3	-5	-1	13
CN(C)c1nc(N(C)C)nc(N2CC(CCl)OC2=N)n1 (stereo not drawn)	2.3	-9	4	-4	5	6	11	-2	2
O=C(NCc1ccco1)c1cc2sccc2n1Cc1ccc(F)cc1	2.9	29	1	6	7	4	-2	4	-6
COc1ccccc1NS(=O)(=O)c1ccc(C)c(C(=O)N2CCN(c3ccc(O)cc3)CC2)c1	nt	5	0	nt	-1	nt	-9	nt	5
Cc1nnc(SCc2cc([N+](=O)[O-])cc3c2OCOC3)n(N)c1=O	-3.5	-6	4	-9	-4	0	8	1	5
COC(=O)c1cc(N=C(N)N=C(N)N)cc(C(=O)OC)c1	3.0	18	0	-1	0	-2	0	-5	-5
CC(C)NC(=O)c1onc(CSc2ccc(F)cc2)c1C(=O)NC(C)C	2.2	9	0	0	0	-1	-1	-4	7
CC(=O)c1ccc(N(C)C)c2c(N(C)C)cccc12	-1.3	5	2	-2	3	-3	17	-3	17
CCCCNC(=O)Cc1ccc(Br)cc1	0.1	3	0	-10	8	-4	-5	-5	4
CC(=O)c1ccc(NC(=O)c2ccc3c(c2)C(=O)N(c2ccccn2)C3=O)cc1	0.9	18	0	-1	3	-13	6	1	14
CSCCC(NC(=O)c1cc([N+](=O)[O-])ccc1Cl)C(=O)O (stereo not drawn)	2.1	-6	0	1	-8	6	12	0	11
COc1ccccc1NC(=O)c1cn(C)c(=O)c2cc(OC)c(OC)cc12	-0.2	-14	0	4	5	1	6	-2	-11
CCn1ncc(C2=NOC(C(=O)Nc3cccc(C(C)=O)c3)C2)c1C (stereo not drawn)	-0.9	-4	1	-2	7	-2	11	3	6
CCOC(=O)Nc1ccc(OCc2nnc3c4ccccc4c(C)nn23)cc1	1.1	-25	4	0	-5	4	3	-2	6
CN1CCc2c(sc3c2C(=O)NC(c2cn(Cc4ccccc4)c4ccccc24)N3)C1 (stereo not drawn)	0.9	-7	0	-1	-6	-2	-8	10	-294
Cc1ccc(N(CC(=O)NC2CC2)S(=O)(=O)c2ccccc2)c(C)c1	-5.3	11	0	-3	-7	-2	0	-10	-7
Cn1cc(CNCc2ccc(OC(F)(F)F)cc2)c(-c2ccc3c(c2)OCCO3)n1	-0.2	2	nt	2	-1	-7	-2	-2	9
COc1ccc(C(C)=O)cc1CS(=O)(=O)CC(=O)NCCc1c[nH]c2ccccc12	-1.3	-8	0	nt	2	nt	5	-1	2
Cc1cc(Sc2nc(NC(C)C)nc(NC(C)C)n2)nc(Cl)n1	2.8	4	4	-2	2	1	2	-6	-13
CCOc1ccc(OCCC(=O)OCC(=O)Nc2ccc3c(c2)OCO3)cc1	-3.0	-4	1	-6	-3	12	-8	3	-1
O=C(CC12CC3CC(CC(C3)C1)C2)N1CCCOC1	1.0	-12	0	2	4	-2	5	8	-18
CC(=O)NS(=O)(=O)c1ccc(NC(=O)C2c3ccccc3Oc3ccccc32)cc1	1.5	-6	6	-1	4	-2	15	0	-8
O=C(CN1CCN(c2ccccn2)CC1)NCCc1ccccc1	4.0	0	0	-2	-3	3	8	-2	9
COc1ccc(CNC(=S)Nc2ccc3nc(N4CCN(C)CC4)cc(C)c3c2)cc1	1.5	-2	0	-1	-9	-1	10	-4	-10
CCN(CC(=O)NCc1ccc(F)cc1)C(=O)CCNS(=O)(=O)c1cccc(C)c1	3.0	-2	1	nt	7	nt	0	0	4
O=C(CN1C(=O)c2ccccc2S1(=O)=O)NCc1cccnc1	5.0	3	0	-1	1	-6	-9	-4	6
COC(=O)C1CCCN1C(=O)C1CCCN1C(=O)CNC(=O)OCc1ccccc1 (stereo not drawn)	-1.2	10	0	-1	6	-5	6	-2	9
